APJ antag: antagonists of human apelin receptor APJ, primary screen, CHO-K1 cells, beta-arrestin complementation, luminescence. P35414. inhibition, % at 20 µM. 330,000 tested, 0.32% active;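 active = inhibition above about 40% at 20 µM, limit read from the data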;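 note: cells challenged with 10 nM apelin-13 agonist together with compound; plate controls were apelin-13 plus DMSO wells for no effect and DMSO wells lacking apelin-13 for full effect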
Target sequence (P35414 whole entry, looked up): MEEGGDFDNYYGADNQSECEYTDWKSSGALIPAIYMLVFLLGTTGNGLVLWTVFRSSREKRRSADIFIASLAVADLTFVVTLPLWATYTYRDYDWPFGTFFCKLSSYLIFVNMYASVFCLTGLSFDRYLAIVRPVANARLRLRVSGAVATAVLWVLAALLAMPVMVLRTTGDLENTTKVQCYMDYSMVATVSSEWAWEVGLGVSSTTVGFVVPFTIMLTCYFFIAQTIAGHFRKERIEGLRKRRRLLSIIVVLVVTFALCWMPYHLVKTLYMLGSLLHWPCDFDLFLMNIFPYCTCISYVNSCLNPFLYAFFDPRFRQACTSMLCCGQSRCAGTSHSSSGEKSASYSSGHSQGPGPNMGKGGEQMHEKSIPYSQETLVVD
Mdm2 MdmX PPI: inhibitors of human Mdm2-MdmX association, primary screen, cell-based, luminescence, split luciferase, SaOS-2, uHTS | Protein Mdm4 (Homo sapiens) + E3 ubiquitin-protein ligase Mdm2 (Homo sapiens), … | SaOS-2 split-luciferase Mdm2/MdmX complementation | inhibition, % at 8 µM | 330,000 tested, 3% active | AID 485346, 2010;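 active = inhibition of at least 50% at 8 µM in the primary screen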
697 NFkB inh: inhibitors of PMA/ionomycin-induced NF-kB reporter, 697 cells, primary screen, B-cell NF-kB inhibitor project, cell-based, luminescence, uHTS | inhibition, % at 4 µM | 330,000 tested, 0.33% active | 697 B-cell NF-kB luciferase reporter, 16 h; in the data active = inhibition above about 35%
APJ agonist: agonists of human apelin receptor APJ, primary screen, CHO-K1 cells, PathHunter beta-arrestin, luminescence | P35414 | 0% DMSO wells, 100% apelin | activation, % at 20 µM | 330,000 tested, 0.11% active;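 active = activation more than six SD over the plate average, tested at 20 µM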;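 note: 0% = DMSO alone and 100% = apelin-13 at 10 nM; some results filed as inactive read as strong as hits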
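Material: engineered CHO-K1 APJ arrestin reporter cells; amount: 1000 CHO-K1 reporter cells seeded per well; incubation: compound stimulation 90 min at 25 °C, detection 60 min; signal: luminescent beta-gal fragment complementation, chemiluminescent substrate; read-out basis: APJ agonist activity; controls: DMSO-only wells as negative, 10 nM Apelin-13 as positive control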
UPR XBP1 act: activators of adaptive XBP1 UPR arm, primary screen, cell-based, CHO-XBP1 luciferase reporter, luminescence, uHTS; activation, % at 20 µM; IRE1-XBP1 UPR activation; percent of tunicamycin response, DMSO as zero; 330,000 tested, 0.33% active; AID 463104, 2010;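 active = versus positive control, 20 µM dose yields 30% or more activation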;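 note: 100% = tunicamycin at 10 µg/mL and 0% = DMSO only wells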
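Test system: CHO-XBP1 luciferase reporter cells | Buffer or medium: Serum-containing F12 medium, 10% FBS | Schedule: 6 h compound exposure at 37 °C, 5% CO2 | Detection: Steady-Glo luciferase glow luminescence, 10 min after reagent addition | Read-out basis: Activation, % of tunicamycin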
tim23-1 inh: growth inhibitors of tim23-1 mutant yeast, primary screen, luminescence, uHTS. S. cerevisiae tim23-1 growth, BacTiter-Glo luminescence, 24 h. inhibition, % at 20 µM. 330,000 tested, 1.3% active. AID 463212, 2010;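 active = growth inhibition of the mutant yeast at or above 50%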;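 note: temperature-sensitive mutant grown at 25 °C; plate controls were DMSO-treated mutant yeast for no effect and medium wells lacking yeast for full effect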
CHOP UPR activ: activators of apoptotic CHOP UPR arm, primary screen, cell-based, CHO-CHOP luciferase reporter, luminescence, uHTS. UPR activation; percent of tunicamycin response over DMSO baseline. activation, % at 10 µM. 330,000 tested, 0.34% active. AID 449763, 2010;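 active = at 10 µM dose, activation of 40% or more, normalized to positive control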;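 note: 100% = tunicamycin at 10 µg/mL and 0% = DMSO alone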
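Evaluation: % reporter activation, DMSO baseline versus tunicamycin full activation; System: CHO-CHOP luciferase reporter cell line; Input: 500 cells/well; Incubation: 6 h compound treatment, 37 °C; Measured by: Steady-Glo luciferase luminescence; Dosing: one dose, 10 µM in 0.5% DMSO; Buffer or medium: F12 medium, 10% FBS; Benchmarks: positive tunicamycin 10 µg/mL, negative DMSO alone.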
Jurkat NFkB inh: inhibitors of induced NF-kB luciferase reporter, primary screen, TCR NF-kB activation inhibitor project, cell-based, luminescence, uHTS. Jurkat, PMA/ionomycin-induced NF-kB luciferase reporter. inhibition, % at 4 µM. 330,000 tested, 0.53% active; in the data active = inhibition above about 50%
* = called active by the depositor.

Results for CC1=NN(C)C(=O)C1Cc1c(F)cccc1Cl (configuration not stated) ?
APJ antag: 22; Mdm2 MdmX PPI: 16; 697 NFkB inh: 3; APJ agonist: -3; UPR XBP1 act: -3; tim23-1 inh: 17; CHOP UPR activ: -2.2; Jurkat NFkB inh: 8

What do the screens show for `CC(C)NC(=S)N1CCCN(c2ncccc2[N+](=O)[O-])CC1`?
APJ antag: 16; Mdm2 MdmX PPI: 1; 697 NFkB inh: 14; APJ agonist: 0; UPR XBP1 act: -1; tim23-1 inh: 0; CHOP UPR activ: 0.7; Jurkat NFkB inh: 8

How did CCNC(=O)c1cc(S(=O)(=O)N(C)C)c(Cl)cc1Cl do in these assays?
APJ antag: 15; Mdm2 MdmX PPI: 30; 697 NFkB inh: 18; APJ agonist: -3; UPR XBP1 act: -3; tim23-1 inh: -3; CHOP UPR activ: 0.2; Jurkat NFkB inh: 7

Results for O=C(CSc1nnc(CNC(=O)c2ccc(F)cc2)o1)Nc1ccc2c(c1)OCO2 ?
APJ antag: -1; Mdm2 MdmX PPI: 6; 697 NFkB inh: 9; APJ agonist: 5; UPR XBP1 act: -5; tim23-1 inh: -5; CHOP UPR activ: 0.8; Jurkat NFkB inh: -11

How did CCCN1CCC(=O)N([C@H](CSc2ccc(Br)cc2)Cc2ccccc2)CC1 do in these assays?
APJ antag: 18; Mdm2 MdmX PPI: 14; 697 NFkB inh: 16; APJ agonist: -5; UPR XBP1 act: -1; tim23-1 inh: -12; CHOP UPR activ: 0.6; Jurkat NFkB inh: 0

Results for CCCCOC(=O)C1=C(C)NC(=O)NC1c1cccc([N+](=O)[O-])c1 (configuration not stated) ?
APJ antag: -1; Mdm2 MdmX PPI: 4; 697 NFkB inh: -49; APJ agonist: -1; UPR XBP1 act: -4; tim23-1 inh: 15; CHOP UPR activ: 2.2; Jurkat NFkB inh: -16

What do the screens show for `O=C(NCC(=O)N(Cc1ccccc1)C(C(=O)NC1CCCC1)c1ccncc1)c1ccco1` (configuration not stated)?
APJ antag: 14; Mdm2 MdmX PPI: 7; 697 NFkB inh: 2; APJ agonist: -1; UPR XBP1 act: -2; tim23-1 inh: 2; CHOP UPR activ: 0.4; Jurkat NFkB inh: 8

What do the screens show for `Cc1sc2nc(CN(CCc3ccccc3)C(=O)c3ccco3)[nH]c(=O)c2c1C`?
APJ antag: -13; Mdm2 MdmX PPI: 37; 697 NFkB inh: 16; APJ agonist: -4; UPR XBP1 act: 1; tim23-1 inh: -8; CHOP UPR activ: 0.3; Jurkat NFkB inh: 14

Results for O=C(CCc1ccccc1)NCc1ccc2c(c1)OCO2 ?
APJ antag: 3; Mdm2 MdmX PPI: -12; 697 NFkB inh: -2; APJ agonist: 3; UPR XBP1 act: -5; tim23-1 inh: 0; CHOP UPR activ: 1.1; Jurkat NFkB inh: 12

What do the screens show for `CCc1nnc(NC(=O)CSc2nc3c(c(=O)n2C)SC(C)C3)s1` (configuration not stated)?
APJ antag: 2; Mdm2 MdmX PPI: 18; 697 NFkB inh: 6; APJ agonist: -5; UPR XBP1 act: 1; tim23-1 inh: 12; CHOP UPR activ: -0.5; Jurkat NFkB inh: -4

Results for CCCCCCC[C@@H](C/C=C/CCC(=O)N(C)C/C(=C/Cl)C/C(=C\C(=O)N1CC(OC)=CC1=O)OC)OC ?
APJ antag: 6; Mdm2 MdmX PPI: 60*; 697 NFkB inh: -87; APJ agonist: -2; UPR XBP1 act: -3; tim23-1 inh: 28; CHOP UPR activ: 12; Jurkat NFkB inh: 7

What do the screens show for `COc1ccc(Nc2oc(COc3ccccc3F)nc2C#N)cc1`?
APJ antag: -56; Mdm2 MdmX PPI: -13; 697 NFkB inh: 3; APJ agonist: -3; UPR XBP1 act: -2; tim23-1 inh: 25; CHOP UPR activ: 6.9; Jurkat NFkB inh: 11

What do the screens show for `CN(C)S(=O)(=O)c1cccc(NC(=O)COC(=O)CCSc2ccc(Cl)cc2)c1`?
APJ antag: 13; Mdm2 MdmX PPI: 10; 697 NFkB inh: 3; APJ agonist: 1; UPR XBP1 act: 0; tim23-1 inh: 16; CHOP UPR activ: 2.8; Jurkat NFkB inh: -1

What do the screens show for `COc1ccc(NC(=S)N(CCCN2CCCC2)Cc2ccco2)cc1`?
APJ antag: 1; Mdm2 MdmX PPI: -28; 697 NFkB inh: -18; APJ agonist: -4; UPR XBP1 act: -2; tim23-1 inh: 10; CHOP UPR activ: -0.5; Jurkat NFkB inh: 1

How did Fc1ccc(CSc2ncnc3nc[nH]c23)cc1 do in these assays?
APJ antag: 0; Mdm2 MdmX PPI: -10; 697 NFkB inh: -22; APJ agonist: -2; UPR XBP1 act: 1; tim23-1 inh: -10; CHOP UPR activ: 0.3; Jurkat NFkB inh: -17

How did CCOc1cc(Cl)c(NC(=O)c2ccco2)cc1OCC do in these assays?
APJ antag: 2; Mdm2 MdmX PPI: -11; 697 NFkB inh: 1; APJ agonist: 3; UPR XBP1 act: 0; tim23-1 inh: 27; CHOP UPR activ: 3.4; Jurkat NFkB inh: 11

What do the screens show for `COC(=O)C1CCCCN1C(=O)c1ccc2oc(Cc3ccccc3)nc2c1` (configuration not stated)?
APJ antag: 6; Mdm2 MdmX PPI: -59; 697 NFkB inh: -62; APJ agonist: -3; UPR XBP1 act: -1; tim23-1 inh: 13; CHOP UPR activ: 2.1; Jurkat NFkB inh: -82

Results for CC(=O)Nc1ccc(NC(=O)COC(=O)c2cc(S(=O)(=O)N(C)C)ccc2N2CCCC2)cc1 ?
APJ antag: 11; Mdm2 MdmX PPI: 14; 697 NFkB inh: -6; APJ agonist: -2; UPR XBP1 act: 2; tim23-1 inh: 7; CHOP UPR activ: 1.2; Jurkat NFkB inh: -7

Results for CCOC(=O)NC1(NCC(C)C)Oc2ccccc2O1 ?
APJ antag: 4; Mdm2 MdmX PPI: 17; 697 NFkB inh: -11; APJ agonist: -3; UPR XBP1 act: 2; tim23-1 inh: 31; CHOP UPR activ: 0.5; Jurkat NFkB inh: -3

Results for CNC(=S)NNC(=O)c1oc2nc(-c3ccccc3)cc(-c3ccco3)c2c1N ?
APJ antag: 1; Mdm2 MdmX PPI: 21; 697 NFkB inh: -4; APJ agonist: 0; UPR XBP1 act: 4; tim23-1 inh: -1; CHOP UPR activ: -1.9; Jurkat NFkB inh: 3

What do the screens show for `COc1cccc2c1OCC([C@@H]1C[C@H]3CN(Cc4cccc(Cl)c4)C(=O)[C@]34CCCN14)=C2`?
APJ antag: 12; Mdm2 MdmX PPI: 16; 697 NFkB inh: 7; APJ agonist: -2; UPR XBP1 act: -2; tim23-1 inh: 21; CHOP UPR activ: -0.3; Jurkat NFkB inh: 2

Results for c1ccc(-c2cn(CC3CCCCC3)nn2)cc1 ?
APJ antag: 16; Mdm2 MdmX PPI: -23; 697 NFkB inh: -55; APJ agonist: 9; UPR XBP1 act: 6; tim23-1 inh: -10; CHOP UPR activ: 2.8; Jurkat NFkB inh: -73

Results for O=C(CSc1ccc(-c2cccnc2)nn1)Nc1ccccc1F ?
APJ antag: -9; Mdm2 MdmX PPI: 20; 697 NFkB inh: -27; APJ agonist: 4; UPR XBP1 act: 0; tim23-1 inh: 12; CHOP UPR activ: 1.1; Jurkat NFkB inh: -9

What do the screens show for `O=C1CCCN1CC(O)CS(=O)(=O)Cc1ccccc1Cl` (configuration not stated)?
APJ antag: 15; Mdm2 MdmX PPI: 3; 697 NFkB inh: 6; APJ agonist: -3; UPR XBP1 act: -1; tim23-1 inh: -14; CHOP UPR activ: -0.7; Jurkat NFkB inh: 7

Results for Cc1c(Cl)ccc(S(=O)(=O)NCCN2CCOCC2)c1Cl ?
APJ antag: -1; Mdm2 MdmX PPI: -38; 697 NFkB inh: -36; APJ agonist: 2; UPR XBP1 act: 1; tim23-1 inh: 6; CHOP UPR activ: 1.4; Jurkat NFkB inh: -9

Results for O=S(=O)(NC(=NC1CCCC1)C(F)(F)F)c1ccccc1 ?
APJ antag: -6; Mdm2 MdmX PPI: 8; 697 NFkB inh: 20; APJ agonist: -3; UPR XBP1 act: -1; tim23-1 inh: 5; CHOP UPR activ: -1.9; Jurkat NFkB inh: 13

What do the screens show for `N#C/C(=C/c1ccc(Br)o1)C(N)=O`?
APJ antag: -1; Mdm2 MdmX PPI: 23; 697 NFkB inh: 20; APJ agonist: 3; UPR XBP1 act: -2; tim23-1 inh: 18; CHOP UPR activ: 0.6; Jurkat NFkB inh: 12

Results for O=C(CN(Cc1ccccc1)S(=O)(=O)c1ccc2c(c1)OCCO2)N/N=C/c1cccc(Br)c1 ?
APJ antag: 6; Mdm2 MdmX PPI: 16; 697 NFkB inh: -15; APJ agonist: 0; UPR XBP1 act: 0; tim23-1 inh: 16; CHOP UPR activ: 0.5; Jurkat NFkB inh: 10

What do the screens show for `NCCCC[C@H](N)c1nnc([C@H](CC(=O)O)NC(=O)C2CCNCC2)o1`?
APJ antag: 0; Mdm2 MdmX PPI: -7; 697 NFkB inh: 3; APJ agonist: -5; UPR XBP1 act: -1; tim23-1 inh: -14; CHOP UPR activ: -0.9; Jurkat NFkB inh: -8

How did COc1ccc(/C=C/c2ccc(=O)n(Cc3ccccc3)n2)cc1 do in these assays?
APJ antag: 18; Mdm2 MdmX PPI: 15; 697 NFkB inh: 0; APJ agonist: 3; UPR XBP1 act: 10; tim23-1 inh: 22; CHOP UPR activ: 0.5; Jurkat NFkB inh: -15

How did CSCCC(NC(=O)COc1ccccc1)C(=O)Nc1ccc(C)cc1 (configuration not stated) do in these assays?
APJ antag: 2; Mdm2 MdmX PPI: 12; 697 NFkB inh: 15; APJ agonist: -3; UPR XBP1 act: 1; tim23-1 inh: 0; CHOP UPR activ: 1.4; Jurkat NFkB inh: 8

How did COc1ccc(-c2csc(NC(=O)CSCC(=O)Nc3cc(C)on3)n2)cc1 do in these assays?
APJ antag: 13; Mdm2 MdmX PPI: -16; 697 NFkB inh: -11; APJ agonist: 1; UPR XBP1 act: -1; tim23-1 inh: 7; CHOP UPR activ: 1.1; Jurkat NFkB inh: 6

How did CC(C)CC(=O)Nc1ccc([N+](=O)[O-])cc1Cl do in these assays?
APJ antag: -5; Mdm2 MdmX PPI: 8; 697 NFkB inh: 25; APJ agonist: -1; UPR XBP1 act: -5; tim23-1 inh: 1; CHOP UPR activ: -0.7; Jurkat NFkB inh: 0

3 compounds already listed, arranged by length of the SMILES, largest number first:
Results for CC(=O)Nc1ccc(NC(=O)COC(=O)c2cc(S(=O)(=O)N(C)C)ccc2N2CCCC2)cc1 ?
APJ antag: 11; Mdm2 MdmX PPI: 14; 697 NFkB inh: -6; APJ agonist: -2; UPR XBP1 act: 2; tim23-1 inh: 7; CHOP UPR activ: 1.2; Jurkat NFkB inh: -7

How did CCNC(=O)c1cc(S(=O)(=O)N(C)C)c(Cl)cc1Cl do in these assays?
APJ antag: 15; Mdm2 MdmX PPI: 30; 697 NFkB inh: 18; APJ agonist: -3; UPR XBP1 act: -3; tim23-1 inh: -3; CHOP UPR activ: 0.2; Jurkat NFkB inh: 7

Results for c1ccc(-c2cn(CC3CCCCC3)nn2)cc1 ?
APJ antag: 16; Mdm2 MdmX PPI: -23; 697 NFkB inh: -55; APJ agonist: 9; UPR XBP1 act: 6; tim23-1 inh: -10; CHOP UPR activ: 2.8; Jurkat NFkB inh: -73

Source: PubChem
